# High-throughput results: PubChem BioAssay, National Center for Advancing Translational Sciences (NCATS)
# Luciferase inh: inhibitors of firefly (Photinus pyralis) luciferase | P08659 | purified P. pyralis luciferase, luminescence, biochemical | Potency, µM (doses to about 115 µM), without a hit: at the top dose activity change, negative = inhibition, hits mostly inhibitors | 76,000 compounds, 2.5% hits | AID 1347043; further: potency means the concentration at half of the fitted maximal effect; nearly all actives have a fitted effect of over 65% in size
# Target sequence (P08659 whole entry, looked up): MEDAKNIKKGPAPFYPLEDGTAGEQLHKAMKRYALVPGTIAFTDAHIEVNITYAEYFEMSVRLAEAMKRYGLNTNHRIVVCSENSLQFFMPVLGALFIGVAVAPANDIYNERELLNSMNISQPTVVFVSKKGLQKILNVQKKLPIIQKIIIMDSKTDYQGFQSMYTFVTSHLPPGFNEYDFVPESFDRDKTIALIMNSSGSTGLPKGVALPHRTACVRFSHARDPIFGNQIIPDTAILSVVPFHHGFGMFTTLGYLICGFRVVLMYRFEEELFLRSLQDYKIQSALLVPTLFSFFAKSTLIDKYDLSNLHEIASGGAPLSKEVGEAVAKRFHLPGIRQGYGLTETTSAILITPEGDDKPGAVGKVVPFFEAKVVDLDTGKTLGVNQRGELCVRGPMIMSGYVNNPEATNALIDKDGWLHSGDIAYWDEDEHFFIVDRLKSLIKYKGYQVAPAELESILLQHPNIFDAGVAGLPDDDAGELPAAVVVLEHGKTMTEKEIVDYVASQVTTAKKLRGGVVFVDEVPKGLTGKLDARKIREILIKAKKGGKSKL
#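 Purified 10nM P. pyralis luciferase with 10uM D-luciferin and 10uM ATP in 50mM Tris acetate pH 7.5, 10mM Mg acetate, 0.01% Tween-20, 0.05% BSA. qHTS titration; luminescence read by CCD imager.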
# SNCA expr inhib: SNCA gene expression inhibition | 140,000 compounds, 0.17% hits | Potency, µM (titrated, usually from 57.2 µM), for the others: at the top dose activity change, negative = inhibition, actives largely listed as inhibitors | HEK-293 SNCA-luciferase knock-in, luminescence, 24 h;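 further: potency means the concentration at half of the fitted maximal effect; plate controls were DMSO cells for no effect and cell-free wells for full effect; nearly all actives have a fitted effect of over 45% in size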
# GPT2 inhibitor: inhibitors of human GPT2 alanine aminotransferase; Q8TD30; Recombinant GPT2, coupled pyruvate oxidase/HRP Amplex Red fluorescence; Potency, µM (highest dose often 57.7 µM), for the others: top-dose activity change, negative = inhibition, actives largely listed as inhibitors; 100,000 compounds, 0.25% hits; further: potency means the concentration at half of the fitted maximal effect; nearly all actives have a fitted effect of over 60% in size; many of its hits are not listed in these tables
#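 Inhibition is scored from Amplex Red fluorescence generated when pyruvate oxidase and HRP act on pyruvate released by GPT2. Reactions contain 10ng/uL enzyme, 250uM a-KG and 2mM L-alanine and run 30 min at room temperature.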
# HEK cytotox: HEK 293 cell cytotoxicity. HEK 293 viability, ATP luminescence (CellTiter-Glo), 48-72 h. 94,000 compounds, 6.6% hits. Potency, µM (titrated, usually from 115 µM), inactives show at the highest dose activity change, negative = cytotoxicity, most hits filed as inhibitors; further: potency means the concentration at half of the fitted maximal effect; nearly all actives have a fitted effect of over 60% in size
#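 HEK 293 cells seeded at 250 cells/well were exposed to compound for 48 or 72 hr at 37 degree Celsius. Viability taken as ATP content by CellTiter-Glo luminescence.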
# HEK293 viab: cell viability loss counter-screen. HEK-293-SNCA-luc viability, GF-AFC fluorescence, 24 h. Potency, µM (top dose mostly 57.1 µM), for the others: at the top dose activity change, negative = cytotoxicity, usual class: cytotoxic. 150,000 compounds, 0.12% hits;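 further: potency means the concentration at half of the fitted maximal effect; 0% = DMSO-treated cells and -100% = medium-only wells without cells; nearly all actives have a fitted effect of over 30% in size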
#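 HEK-293-SNCA-luc cells (1500/well) plated 24 h, then exposed 24 h to a dilution series; GF-AFC added 30 min at 37C, fluorescence 405/540 nm; normalised to medium-only and DMSO wells, Hill fit.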
# NIH3T3 tox: NIH 3T3 cell cytotoxicity. NIH 3T3 viability, CellTiter-Glo ATP luminescence, 48-72 h. Potency, µM (series often up to 96.7 µM), inactives show at the highest dose activity change, negative = cytotoxicity, actives largely listed as inhibitors. 94,000 compounds, 4.3% hits; further: potency means the concentration at half of the fitted maximal effect; nearly all actives have a fitted effect of over 55% in size
#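 NIH 3T3 cells at 400 cells/well received 23 nL of compound by pintool and were incubated 48 or 72 h at 37 °C. Viability was read as ATP-coupled CellTiter-Glo luminescence.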
# IP6K1 inhibitor: blocks human inositol hexakisphosphate kinase 1. activity change, % (series mostly up to about 58 µM). IP6K1 kinase, ADP-Glo luminescence, 2 h; hits give low values. 140,000 compounds, 0.81% hits. AID 1645851. Q92551; in the data active means activity change below about -25%
# Target sequence (Q92551 whole entry, looked up): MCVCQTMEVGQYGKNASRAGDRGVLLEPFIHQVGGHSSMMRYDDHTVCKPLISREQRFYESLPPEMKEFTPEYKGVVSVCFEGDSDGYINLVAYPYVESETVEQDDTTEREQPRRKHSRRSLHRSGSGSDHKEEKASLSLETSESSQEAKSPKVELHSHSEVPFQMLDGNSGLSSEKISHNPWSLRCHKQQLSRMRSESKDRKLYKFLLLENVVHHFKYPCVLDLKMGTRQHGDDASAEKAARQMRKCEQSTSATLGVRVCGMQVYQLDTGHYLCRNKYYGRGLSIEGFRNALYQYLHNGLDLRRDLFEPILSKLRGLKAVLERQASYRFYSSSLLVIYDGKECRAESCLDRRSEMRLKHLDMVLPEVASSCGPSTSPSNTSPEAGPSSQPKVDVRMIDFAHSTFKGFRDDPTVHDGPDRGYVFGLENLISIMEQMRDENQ
#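 ADP-Glo luminescence measures ADP made by human IP6K1 during a 2 h RT reaction with ATP/IP6 (mix at 1.3 mM/130 uM); top library doses 57.5 and 19.1 uM final.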
# * hit, by the source's call; i = inactive; ? = inconclusive; . = no result given; [ ] = remark or other dose. Unless noted, the call rests on the fitted dose curve; in most records, active means well fitted curve in the direction sought with a large enough effect; inconclusive means small, poorly fitted or top-dose-only effect, or another doubt; inactive means no such curve, though single readings can be large; an effect the other way counts as inactive or inconclusive. Unless noted, on the % scale 0 is the no-effect control and ±100 the full control effect.
# The line under a structure holds: Luciferase inh	SNCA expr inhib	GPT2 inhibitor	HEK cytotox	HEK293 viab	NIH3T3 tox	IP6K1 inhibitor
- COC[C@@H]1CN(C(=O)Cn2cc(C)cn2)C[C@H]1c1ccncc1
 : 5%	11%	0%	0%	1%	-5%	-5
- COc1cc2c(cc1OC)C(CNC(=O)C1CCCC1)N(C(=O)NC(C)C)CC2 (stereo not drawn)
 : 1%	0%	i	3%	-5%	4%	-5
- OCC1CN(c2ncccn2)CC12CCN(Cc1cccnc1)CC2 (stereo not drawn)
 : 3%	-5%	i	1%	-10%	1%	10
- O=C(Cn1c(=O)oc2cc(S(=O)(=O)N3CCCC3)ccc21)Nc1ccc(OC(F)(F)F)cc1
 : .	18%	.	.	2%	.	9
- O=C1CCN(S(=O)(=O)c2ccccc2)CCCN(C(=O)CC2CCCC2)CCN1
 : 3%	6%	3%	i	7%	-17%	0
- O=C1CCN(C(=O)CCc2c[nH]c3ccccc23)CCCC(C(=O)NCc2ccccc2)CCN1 (stereo not drawn)
 : -13%	8%	i	-17%	14%	-23%	1
- CC(C(=O)NC1CCN(c2cnn(CC3CC3)c(=O)c2)CC1)c1ccccc1 (stereo not drawn)
 : -11%	6%	i	?	1%	?	6
- Clc1ccc(NCc2nc3ccccc3n2CCOc2ccccc2)cc1
 : .	88%[activator]	.	.	-4%	.	-14
- O=C(Nc1ccccc1)N1CCc2nc(C3CC3)nc(-c3ccc(Cl)cc3)c2C1
 : -6%	-25%	-5%	?	-15%	?	9
- O=C(O)C[C@@H]1CCN(C(=O)c2ccccc2)C[C@@H]1CCN1CCN(c2cccc(C(F)(F)F)c2)CC1
 : 2%	-1%	i	5%	0%	4%	6
- O=C(C(=O)N1CCc2[nH]nc(-c3ccccc3F)c2C1)c1ccco1
 : 1%	1%	4%	-8%	7%	-21%	-2
- COc1cc(CNC(=O)CCCCC=CC(C)C)ccc1O
 : .	11%	i	.	5%	.	.
- C#CCNC(=O)C[C@@H]1C[C@@H](C(C)C)[C@H](CO)C=C1C
 : -5%[230 µM]	1%[87.6 µM]	-4%[88.5 µM]	-22%[230 µM]	-3%[87.6 µM]	-29%[174 µM]	-1
- COc1cc(-c2nc(CN3CCSCC3)c(C)o2)ccc1F
 : 0%	13%	-63%	-14%	11%	-19%	17
- COc1ccc(CN(C(=O)c2ccco2)c2ccc(CC(=O)NCc3ccccc3)cc2)cc1
 : -6%	-21%	i	?	-1%	35µM*	5
- O=C(C1CCN(Cc2ccccc2-c2ccccc2F)CC1)N1CCC(c2ccccc2)CC1
 : .	.	.	25µM*	.	32µM*	20
- O=C(c1ccco1)N1CCC(c2noc(COCC3CC3)n2)CC1
 : -4%	-26%	i	-8%	4%	-4%	-4
- O=C(Cn1c2ncccc2c(=O)n1-c1ccccc1)NCc1ccccc1
 : .	-30%	.	.	-3%	.	-13
- CCOc1ccc(NC(=O)c2c(NC(=O)c3ccncc3)sc3c2CCC(C(C)(C)C)C3)cc1 (stereo not drawn)
 : .	-11%	.	.	7%	.	21
- Cc1ccc(-c2cccc(CN3CCCC(N[S+](=O)([O-])c4ccccc4)C3)c2)cc1Cl (stereo not drawn)
 : .	29%	-11%	-14%	5%	-23%	5
- COc1ccc(-c2nnc([C@H]3CCN(Cc4ccc(C(=O)O)cc4)C3)o2)cc1
 : -27%[172 µM]	43%[activator][87.6 µM]	-2%[88.5 µM]	i	-19%[87.6 µM]	2%[174 µM]	9
- CCc1ccc(C(=O)N2CCc3[nH]nc(C(=O)N(C)C)c3C2)cc1
 : 0%	14%	i	-19%	29%	-26%	2
- COc1ccc(CCNC(=O)c2ccc3c(c2)nc2n3CCOC2)cc1OC
 : .	?	.	.	8%	.	9
- COCC(=O)NC[C@H]1CCN(Cc2ccccc2)C[C@H]1N(C)C
 : -8%	52%[activator]	i	-17%	-4%[12.5 µM]	-10%	1
- O=C(CNC(=O)c1ccc(-c2cnc3ccccc3c2)cc1)NCC(F)F
 : .	.	.	?	.	-32%	9
- COc1ccc(CN2CCCC3(C2)C(=NC2CCCCC2)NC(=O)N3c2cc(F)cc(F)c2)cc1 (stereo not drawn)
 : .	?	i	45µM*	?	?	-2
- CN(Cc1nnc(C(=O)N2CCC[C@@H]2c2cccc(F)c2)n1-c1ccccc1)c1ccccc1
 : -4%	-8%	i	?	-4%	?	-12
- COc1cc(NC(=O)Cn2c(N3CCN(c4ccccc4)CC3)nc(C)cc2=O)cc(OC)c1
 : -1%	4%	4%	?	-3%	?	5
- CCN(C(=O)c1coc(=O)c2ccccc12)c1ccccc1C
 : .	-1%	.	.	-6%	.	19
- COc1ccc(-c2nn(-c3ccccc3C)cc2CN2CCCOCC2)cc1F
 : 5%	-3%	i	?	-13%	-28%	6
- Cc1cnc(C(=O)N2CC[C@@H]3CN(Cc4ccccc4)[C@@H]3C2)cn1
 : .	-12%	?	1%	12%	-6%	9
- CC(C)Oc1ccc(CNC(=O)c2cc(-c3ccncc3)cn2C)cc1
 : -15%	19%	-12%	?	-3%	?	-9
- CCN1CCN(C(=O)c2ccc3c(c2)N(Cc2ccccc2F)C(=O)c2ccccc2S3(=O)=O)CC1
 : .	8%	.	.	0%	.	28
- CCOC(=O)C1=CN(CC(=O)Nc2c(C)cccc2C)S(=O)(=O)N=C1C
 : -1%	-5%	1%	-3%	5%	-7%	4
- COc1cccc(CNC(=O)c2cc(S(=O)(=O)N3CCCCC3)c[nH]2)c1
 : .	-8%	.	.	-2%	.	-3
- C=CCOc1c(OC)ccc2c1CN(CC=C)C(=O)CCN2CC(O)COc1ccc(OC)cc1 (stereo not drawn)
 : .	.	.	?	.	?	11
- O=[S+]([O-])(c1ccc(Cl)cc1)c1nnn2c1nc(NCc1ccncc1)c1ccccc12
 : .	35%[activator]	-9%	1%	8%	-3%	-2
- COc1ccc(CCC(=O)NCc2ccc3c(c2)CCN3C(=O)c2ccc(Cl)cc2)cc1
 : .	1%	.	.	?	.	-28*
- Cn1cnnc1CC1CCCN(C(=O)NC2CCCC2)C1 (stereo not drawn)
 : -3%	-3%	i	-10%	1%	-10%	10
- C=Cc1ccc(Cn2c(SCC(=O)N3CCN(c4ccc(F)cc4)CC3)nc3ccccc32)cc1
 : .	4%	.	.	5%	.	-13
- O=C(Nc1ncc(Cc2ccccc2Cl)s1)c1ccc2c(c1)CC(c1ccccc1)OC2=O (stereo not drawn)
 : .	?	.	.	-3%	.	0
- CCOC(=O)c1c(C)[nH]c(C)c1S(=O)(=O)N1CCCC(C(=O)Nc2ccc(F)cc2F)C1 (stereo not drawn)
 : .	36%	.	.	-11%	.	-5
- CCc1noc(-c2cn(C3CCCN(C(=O)c4ccc(C(C)(C)C)cc4)C3)nn2)n1 (stereo not drawn)
 : 0%	?	i	?	7%	-21%	10
- C[C@@]1(NC(=O)Cc2ccccc2)OC[C@H]2CC[C@@H](C(=O)NC(c3ccccc3)c3ccccc3)N2C1=O
 : -6%	5%	i	2%	2%	?	-3
- NCC(c1cccs1)N1CCOCC1 (stereo not drawn)
 : .	58%[activator][87.6 µM]	-2%[88.5 µM]	i	-15%[87.6 µM]	2%[174 µM]	-5
- CCOc1ccc(C(=O)N2CCc3nc(OCCOC)ccc3C2)cc1OCC
 : -3%	-6%	i	-11%	4%[12.5 µM]	-24%	-12
- CC(C)c1nc(-c2ccc(OC3CCN(C(=O)CCc4nc5ccccc5[nH]4)C3)cc2)no1 (stereo not drawn)
 : -11%	-29%	i	?	-18%	?	14
- Cc1ccc(NC(=O)N2CCC3(CC2)C(=O)N(CC(=O)N2CCCC2)CN3c2ccccc2)cc1
 : 8.9µM*	111%[activator]	-10%	?	-3%	?	-6
- CCOc1ccccc1NC(=O)CC1CCCN(c2cnn(CC)c(=O)c2)C1 (stereo not drawn)
 : 5%	-8%	i	-6%	-1%	?	40
- Cc1cccc(NC(=O)Cn2c(=O)n(-c3ccccc3Cl)c(=O)c3c(C)c(C(=O)N(C)C)sc32)c1
 : .	-23%	.	.	-28%	.	-5
- O=C(NCc1cccc(C(F)(F)F)c1)C1CCCN(Cc2cccc(-c3ccc(F)cc3F)c2)C1 (stereo not drawn)
 : .	?	-5%	35µM*	-12%	?	-5
- COc1ccccc1-c1ccc2c(C(=O)NCc3ccc(F)cc3)nn(C)c2n1
 : .	5%	i	-29%	?	-29%	5
- O=C(c1ccco1)N1CCC(c2nc(C3CCOCC3)no2)C1 (stereo not drawn)
 : -1%	-6%	-1%	4%	-4%	0%	22
- CCCCCC(=O)N1CCC(=O)N(CCOC)C[C@H]2COc3ccccc3[C@H]21
 : .	.	.	-10%	.	?	9
- CC(=O)N1c2ccc(S(=O)(=O)Nc3ccc(Cl)cc3C)cc2CC1C (stereo not drawn)
 : .	1%	.	.	-17%	.	-4
- COc1ccc(NC(=O)CSc2nnc3scc(-c4ccc(Cl)cc4)n23)cc1
 : .	-7%	.	.	?	.	33
- CC(=O)Nc1ccc(NC(=O)c2cc3sccc3n2Cc2ccc(F)cc2)cc1
 : .	6%	.	.	-8%	.	16
- CCn1c(=O)n(CC)c2cc(NC(=O)[C@H]3CC[C@@H](N)C3)c(C)cc21
 : 0%	12%	3%	-2%	7%	i	3
- CC(=O)NC(Cc1c[nH]c2ccccc(=O)c12)C(=O)O (stereo not drawn)
 : .	.	i	.	27%	.	-12
- Cn1ncc(N2CCC(CNC(=O)CN3CCCC3=O)C2)cc1=O (stereo not drawn)
 : 5%	2%	-6%[11.5 µM]	-18%	1%	i	21
- CCCOCC(=O)N1CCc2onc(-c3ccc(C(F)(F)F)cc3)c2C1
 : 8%	-3%	4%[11.5 µM]	?	9%	?	15
- Cc1cc(C)c(NC(=O)Cn2nnc3sc4c(c3c2=O)CCC(C(C)(C)C)C4)c(C)c1 (stereo not drawn)
 : .	5%	.	.	-14%	.	13
- COc1ccc(-c2ccc(NS(=O)(=O)c3ccccc3Cl)cc2)nn1
 : .	95%[activator]	.	.	4%	.	-9

# By substructure: the entries above containing a tert-butyl group (three)
# The line under a structure holds: Luciferase inh	SNCA expr inhib	GPT2 inhibitor	HEK cytotox	HEK293 viab	NIH3T3 tox	IP6K1 inhibitor
- CCOc1ccc(NC(=O)c2c(NC(=O)c3ccncc3)sc3c2CCC(C(C)(C)C)C3)cc1 (stereo not drawn)
 : .	-11%	.	.	7%	.	21
- CCc1noc(-c2cn(C3CCCN(C(=O)c4ccc(C(C)(C)C)cc4)C3)nn2)n1 (stereo not drawn)
 : 0%	?	i	?	7%	-21%	10
- Cc1cc(C)c(NC(=O)Cn2nnc3sc4c(c3c2=O)CCC(C(C)(C)C)C4)c(C)c1 (stereo not drawn)
 : .	5%	.	.	-14%	.	13

# Some of the compounds tested; rates above refer to the full screens.
